Screening data as filed in PubChem.
Mcl1 Bid PPI: Mcl-1/Bid interaction inhibition. Q07820. TR-FRET Mcl-1/Bid-Dy647 peptide binding, 1536-well. inhibition, % at 21.7 µM. actives 0.97% (n = 220,000). AID 1021;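 active = compounds that cut the binding signal by more than half at the single screening dose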;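 also: His-tagged Mcl-1 with europium anti-His antibody binding Bid BH3 peptide; 0% = Mcl-1 plus peptide wells and 100% = peptide-only wells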
Target sequence (Q07820 whole entry, looked up): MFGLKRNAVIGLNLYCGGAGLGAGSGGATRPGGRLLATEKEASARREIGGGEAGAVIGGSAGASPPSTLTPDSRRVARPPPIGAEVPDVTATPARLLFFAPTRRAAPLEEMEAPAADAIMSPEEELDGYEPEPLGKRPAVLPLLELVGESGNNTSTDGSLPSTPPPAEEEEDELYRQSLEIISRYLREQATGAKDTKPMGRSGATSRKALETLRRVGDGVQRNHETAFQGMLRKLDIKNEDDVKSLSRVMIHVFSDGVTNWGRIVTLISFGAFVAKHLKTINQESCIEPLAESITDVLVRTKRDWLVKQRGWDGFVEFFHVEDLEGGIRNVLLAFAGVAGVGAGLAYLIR
Pf gametocyte: kills late stage P. falciparum gametocytes | P. falciparum stage V gametocytes, ATP luminescence, 24 h | inhibition, % at 10.9 µM | actives 0.065% (n = 150,000);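 active = inhibition above the mean plus 3 SD of compounds within the control limits, set per campaign, cut at about 38% in these data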;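 also: 0% = DMSO wells and 100% = medium only without gametocytes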
Mcl1 Noxa PPI: disrupts binding of human Mcl-1 to Noxa peptide | inhibition, % at 21.7 µM | actives 1.5% (n = 220,000) | TR-FRET Mcl-1/Noxa peptide binding, 2 h | Q07820;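 active = compounds that cut the protein-peptide binding signal by more than 50% relative to plate controls in a single-dose test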;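 also: His-tagged Mcl-1 with rhodamine Noxa BH3 peptide and terbium anti-His antibody; 0% = Mcl-1 plus Noxa peptide wells and 100% = peptide-only wells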
Avidin fluor: compound fluoresces at 488/530 nm on avidin beads. compound fluorescence 488/530 nm, flow cytometry; stronger effect = higher value. fluorescence (KMESF) at 10 µM. actives 0.38% (n = 220,000); in the data active = fluorescence above about 47; also: inactives centre near 10
Numbers without * were called inactive. A portion of the library; the hit share may differ from the screen's.

SMILES	Mcl1 Bid PPI	Pf gametocyte	Mcl1 Noxa PPI	Avidin fluor
NS(=O)(=O)c1ccc(Nc2ccc([N+](=O)[O-])c3nonc23)cc1	-77	-17	32	13
CSc1nc(SCC(=O)O)c2c3c(sc2n1)COC(C)(C)C3	-16	5	1	9
O=C(O)c1ccc(-n2c(O)c(C=C3N=c4ccccc4=N3)sc2=S)cc1	-85	19	-71	9
O=C(Cc1ccc(Cl)cc1)c1ccc(O)cc1	-5	0	9	3
O=C1CC(N2CCN(S(=O)(=O)c3ccccc3)CC2)C(=O)N1c1ccccc1 (stereo not drawn)	-8	-4	92*	10
Cc1ccc([N+](=O)[O-])c(C(=O)N/N=C/c2cccnc2)c1	-8	-4	5	4
O=C(O)Cc1ccc(Nc2cnn(C34CC5CC(CC(CC(=O)O)(C5)C3)C4)c(=O)c2Cl)cc1	-24	-27	6	14
Cc1nc(CS(=O)(=O)c2ccc(Cl)cc2)sc1C(=O)O	2	6	9	3
N#C/C(=N\Nc1ccc(Cl)c(Cl)c1)C(=O)C1CC1	-24	5	-7	5
Clc1cccc(Cl)c1CSc1nnc(-c2ccncc2)s1	2	20	14	7
CC(C)C(OC(=O)c1ccccc1)c1nccc2ccccc12 (stereo not drawn)	-30	-5	-1	7
Cc1cccn2c(=O)c(/C=C3\SC(=S)NC3=O)c(NCCCN3CCOCC3)nc12	-33	6	31	6
CCOc1ccc(/C=C2\SC(=S)N(CCC(=O)O)C2=O)cc1	17	11	23	6
O=c1[nH]c(-c2ccccc2)nnc1-c1ccccc1	6	-7	2	9
O=C(O)c1cccc(Nc2c([N+](=O)[O-])c(=O)oc3ccccc23)c1	16	-1	11	9
NC(=O)CC(NC(=O)Cc1cccc2ccccc12)c1ccc(NCc2ccc(F)c(F)c2)c([N+](=O)[O-])c1 (stereo not drawn)	-14	9	-17	10
NC(=O)CC(NC(=O)Cc1cccc2ccccc12)c1ccc(N2CCc3ccccc3C2)c([N+](=O)[O-])c1 (stereo not drawn)	-20	-32	21	8
Cc1ccc(S(=O)(=O)N2CCOCC2)cc1NC(=O)CNC1CCCC1	11	-12	30	3
O=C(O)CC1S/C(=N/N=C/c2ccccn2)NC1=O (stereo not drawn)	-56	9	-104	6
Cc1ccc(SC[C@H](Cc2ccccc2)N2CCN(C)CCC2=O)cc1	-19	14	17	12

As a working copy, 16 of the compounds above:
SMILES	Mcl1 Bid PPI	Pf gametocyte	Mcl1 Noxa PPI	Avidin fluor
NS(=O)(=O)c1ccc(Nc2ccc([N+](=O)[O-])c3nonc23)cc1	-77	-17	32	13
CSc1nc(SCC(=O)O)c2c3c(sc2n1)COC(C)(C)C3	-16	5	1	9
O=C(O)c1ccc(-n2c(O)c(C=C3N=c4ccccc4=N3)sc2=S)cc1	-85	19	-71	9
O=C(Cc1ccc(Cl)cc1)c1ccc(O)cc1	-5	0	9	3
O=C1CC(N2CCN(S(=O)(=O)c3ccccc3)CC2)C(=O)N1c1ccccc1 (stereo not drawn)	-8	-4	92*	10
Cc1ccc([N+](=O)[O-])c(C(=O)N/N=C/c2cccnc2)c1	-8	-4	5	4
O=C(O)Cc1ccc(Nc2cnn(C34CC5CC(CC(CC(=O)O)(C5)C3)C4)c(=O)c2Cl)cc1	-24	-27	6	14
Cc1nc(CS(=O)(=O)c2ccc(Cl)cc2)sc1C(=O)O	2	6	9	3
N#C/C(=N\Nc1ccc(Cl)c(Cl)c1)C(=O)C1CC1	-24	5	-7	5
Clc1cccc(Cl)c1CSc1nnc(-c2ccncc2)s1	2	20	14	7
CC(C)C(OC(=O)c1ccccc1)c1nccc2ccccc12 (stereo not drawn)	-30	-5	-1	7
Cc1cccn2c(=O)c(/C=C3\SC(=S)NC3=O)c(NCCCN3CCOCC3)nc12	-33	6	31	6
CCOc1ccc(/C=C2\SC(=S)N(CCC(=O)O)C2=O)cc1	17	11	23	6
O=c1[nH]c(-c2ccccc2)nnc1-c1ccccc1	6	-7	2	9
O=C(O)c1cccc(Nc2c([N+](=O)[O-])c(=O)oc3ccccc23)c1	16	-1	11	9
NC(=O)CC(NC(=O)Cc1cccc2ccccc12)c1ccc(NCc2ccc(F)c(F)c2)c([N+](=O)[O-])c1 (stereo not drawn)	-14	9	-17	10

More compounds follow.
SMILES	Mcl1 Bid PPI	Pf gametocyte	Mcl1 Noxa PPI	Avidin fluor
COC(=O)c1ccccc1NC(=O)Cn1c(=O)n(CCC(=O)NC2CCN(Cc3ccccc3)CC2)c(=O)c2ccccc21	-29	8	11	8
O=C(Cn1ncc(Cl)c(Cl)c1=O)NC1CCS(=O)(=O)C1 (stereo not drawn)	-20	-6	-10	17
CC(C)Cc1csc(NC(=O)c2ccc(Br)cc2)c1C(=O)O	-16	4	8	6
Cc1ccc(C)n1-c1cccc(C(=O)Nc2ccccc2)c1	-38	3	15	7
CCOC(=O)c1n[nH]n(-c2cc(Cl)cc(Cl)c2)c1=O	0	10	1	4
CCCCCCCc1c(O)nc(SCCN(C)C)[nH]c1=O	-43	4	19	5
O=C(NC(=S)Nc1ccc2oc(=O)ccc2c1)c1ccco1	-11	-5	-7	6
O=c1c(-c2cccc([N+](=O)[O-])c2)[n+]([O-])c2ccccc2n1O	-34	0	-16	7
O=[N+]([O-])c1cccc(-c2nc(-c3ccccn3)no2)c1	-7	5	-11	7
C/C(=N\OCC(=O)O)c1ccc(Cl)cc1	-1	-21	11	8
COc1cccc(CNC(=O)CN(C)S(=O)(=O)c2cccc3cccnc23)c1	-48	1	17	8
COc1ccc(-c2nnc(SCC(=O)N/N=C/c3ccccc3C(=O)O)n2-c2ccc(Cl)cc2)cc1	5	1	3	10
Nc1ccc(Cl)c(S(=O)(=O)Nc2ccc(Cl)cc2)c1	-34	5	2	4
O=C(CC1Sc2ccccc2NC1=O)NCc1ccccc1 (stereo not drawn)	0	5	-15	6
Cc1nc2c(=O)n(-c3ccc(F)c(Cl)c3)nc(C)c2s1	-6	-2	-20	5
Cc1nc(NC(=O)CN2CCC(O)(c3ccc(F)cc3)CC2)sc1C	-65	-4	-11	7
Cc1ccc(CN2CCN(CC(=O)N/N=C/c3ccccc3F)CC2)cc1	-17	-20	17	3
Cc1ccc(C23CC4CC(CC(C(=O)N5CCN(C)CC5)(C4)C2)C3)cc1	-19	-3	6	8
CCN(CC)S(=O)(=O)c1ccc(OC)c(NC(=O)c2ccc(=O)[nH]c2)c1	-45	-13	-9	7
Cc1ccc2[nH]c(=O)c(COC(=O)C3CCCCC3)cc2c1	-9	1	2	3
O=C(Nc1ccccc1)N1CCCN(c2ccc(C(F)(F)F)cc2[N+](=O)[O-])CC1	-7	-13	13	1
CNC(=O)c1cccc2cccc(Sc3ccccc3C(=O)O)c12	-11	18	15	3
CCOC(=O)Cc1csc(NC(=O)Cc2ccc(Cl)cc2)n1	55*	-7	2	4
CCOC(=O)N1CCC(NC(=O)c2cccs2)CC1	-10	-2	12	8
FC(F)(F)c1ccc(Cl)c(-n2c(-c3cc(-c4ccco4)[nH]n3)n[nH]c2=S)c1	-44	6	30	6
CCCOc1ccc(C(=O)NC(=S)NNC(=O)c2c(-c3ccccc3)noc2C)cc1	-119	0	-76	7
CC(=O)c1c(C)[nH]c(C(=O)OCC(=O)Nc2ccc(Cl)c(S(=O)(=O)N(C)C)c2)c1C	-5	-5	7	7
COc1cccc(-n2c(=O)n(Cc3ccccc3)c(=O)c3[nH]cnc32)c1	6	9	7	13
COc1ccc(Cc2n[nH]c(=S)n2NC(=O)Nc2ccc(Cl)c(Cl)c2)cc1	-45	-4	-1	8
Oc1ccc(N=Nc2ccc3c(c2)OCCO3)c(O)c1	-136	28	41	10
O=C(c1ccccc1-c1nc(-c2ccccc2Cl)no1)N1CCOCC1	-4	7	-3	7
O=C(CN1CCCCC1)Nc1scc2c1c(=O)oc1ccccc12	10	12	14	4
COC(=O)c1ccc(-c2ccc([C@H]3[C@H]4C=CC[C@@H](C)[C@@H]4C(=O)N3Cc3ccccc3)c(F)c2)cc1	-37	-5	-16	8
COc1cc(/C=C2/C(=O)NN(c3ccc(F)cc3)C2=O)cc([N+](=O)[O-])c1O	-94	-6	47	7
O=C(NCCCO)c1ccc(CSc2nc3ccccc3c(=O)[nH]2)cc1	-18	3	1	7
Cc1onc(-c2c(Cl)cccc2Cl)c1C(=O)N=C(N)N1CCCC1	-7	-6	3	2
CCC(C)[C@H](NC(=O)[C@@H]1Cc2ccccc2CN1C(=O)OC(C)(C)C)C(=O)NCC1CCC(C(=O)O)CC1 (stereo partly drawn)	-12	-8	15	5
COc1ccc(/C=C(\NC(=O)c2ccco2)C(=O)NCCc2nc3ccccc3[nH]2)cc1	-15	-9	-2	3
Cc1ccc2nc3c(c(Nc4ccccc4)c2c1)CCC3	1	15	50	4
C/C(CCC(C)C)=N\NS(=O)(=O)c1ccc(C)c([N+](=O)[O-])c1	-18	-3	28	5
NC(=O)Nc1cc(Cl)ccc1Cl	2	-5	21	6
CCN(CC)S(=O)(=O)c1cccc(-c2csc(C)n2)c1	0	3	-8	4
CCCCCCCCCC(=O)N1c2ccccc2NC(=O)C1CC(=O)Nc1ccc(C(=O)O)cc1 (stereo not drawn)	36	12	27	7
CCCCNCc1ccc(OCc2ccc(Cl)nc2)c(OC)c1	-14	-23	37	4
COc1ccc2c(C(=O)CCl)c[nH]c2c1	-60	-11	14	10
Cn1cc(S(=O)(=O)NCC2CCCO2)c(=O)n(C)c1=O (stereo not drawn)	1	-17	7	8
CCN(CC)CCSc1nnc2c3cc(C)ccc3n(Cc3ccccc3)c2n1	-27	-1	17	12
Cc1cc2oc(=O)cc(C)c2cc1NC(=O)CCl	-9	-11	-8	6
S=c1[nH]nc(COc2ccccc2)n1/N=C/C=C/c1ccco1	-58	-21	0	9
CS(=O)(=O)c1[nH]nc(-c2ccccc2Cl)c1C#N	15	-1	1	6

Later entries.
SMILES	Mcl1 Bid PPI	Pf gametocyte	Mcl1 Noxa PPI	Avidin fluor
COc1ccc(NC(=O)c2cc(-c3ccco3)nc3ccccc23)cc1S(=O)(=O)N1CCOCC1	-25	-5	101*	2
O=C(O)c1ccccc1N=Cc1c(O)n(-c2nccs2)c(=O)c2ccccc12	-7	-4	5	8
COc1ccc(C(=O)O)cc1S(=O)(=O)NC(C)C	3	19	-33	7
CCOC(=O)c1cnc2c(F)ccc(F)c2c1Sc1ccccc1	0	-6	-8	9
Cc1ccc(-c2csnn2)cc1	-31	4	0	17
O=[N+]([O-])c1ccccc1NC1CCN(Cc2ccccc2)CC1	-26	2	10	5
Cc1nn(-c2ccccc2)nc1-c1nnc(-c2ccc(C(F)(F)F)cc2)o1	-5	23	-3	8
COC(=O)c1c(C)[nH]c(C(=O)/C=C/c2ccccc2Cl)c1C	-1	12	6	8
C/C(Cc1ccccc1)=N\NC(=O)CNC(=O)/C=C\c1ccccc1	-9	0	0	7
C/C(=N\Nc1ccc(C(=O)O)cc1)c1ccc(S(=O)(=O)NCc2ccco2)cc1	-43	8	26	6
Cc1cccc(OCC(=O)N2CCN(c3nnc(-c4ccccc4)c4ccccc34)CC2)c1	-8	2	-7	6
CC(=O)Nc1ccc2sc(C)nc2c1	18	13	6	2
CNC(=O)COC(=O)c1cc(-c2ccco2)nc2ccccc12	1	5	76*	6
COc1ccc(CCNC(=S)NCCc2ccc(OC)c(OC)c2)cc1OC	-7	-6	-7	8
Cc1ccc(C(=O)NNC(=O)c2nn(-c3ccc(F)cc3)ccc2=O)cc1	-28	-11	20	8
COc1cc(OC)c(OC)cc1/C=C1\Oc2cc(OS(C)(=O)=O)ccc2C1=O	-12	-4	18	7
CC(C)=NN1C(=O)c2ccccc2NC1(C)C	-11	6	14	4
Cc1cccc(OCC(=O)O/N=C(\N)c2ccc(Br)cc2)c1	-16	-4	-1	5
Cc1nnsc1C(=O)N1CCN(c2ccc(C#N)cn2)CC1	-2	-11	3	7
COC(=O)c1cccc(C(=O)N2CCCC(CNC(=O)c3ccccc3Cl)C2)c1 (stereo not drawn)	-23	13	2	5
O=C(CSc1cccs1)Nc1ccc(Cl)cc1	-8	-9	12	8
CCc1ccc(Nc2ncc3c(n2)CC(C)(C)CC3=O)cc1	-4	-2	8	6
C/C(N)=C(/C#N)C(=O)CSc1nnc(-c2ccccc2)n1C	-1	-23	17	5
Cc1nn(CC(=O)NCc2ccco2)c(C)c1[N+](=O)[O-]	-35	11	-2	7
COc1cccc(C2C(=O)c3ccccc3C2=O)c1	-27	-7	31	4
CC1CCN(Cc2cc(=O)oc3cc4c(cc23)CCCC4)CC1	-12	17	-14	6
Cc1cc(C)n(CCC(=O)N/N=C/c2ccc(Cl)c([N+](=O)[O-])c2)n1	-3	7	2	18
CCc1cc(C(=O)c2ccc(OC)cc2)c(NC(=O)CN2CCN(C)CC2)s1	-6	-4	0	5
O=C(N/N=C/c1cccc([N+](=O)[O-])c1)c1c[nH]c2ccccc12	-12	-9	19	8
